F508del corr = F508del CFTR correction, initial screen, CFBE line, single point. CFBE cells, YFP halide quenching; stimulated with forskolin plus potentiator P3; % fluorescence drop versus neutral controls. activity (quench increase), % at 7.58 µM. actives 0.36% (n = 350,000). AID 720511, 2013;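 active = mean added fluorescence quench of at least 8% versus neutral control, with both replicates also reaching 8%; inconclusive = only one of the mean or replicate conditions met; inactive = mean below 8% and not both replicates reaching 8%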;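 note: cells transiently co-express mutant CFTR-F508del with the halide-sensitive YFP; corrector assay measuring rescue of mutant channel to the surface after 24 h compound exposure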
ARNT-TACC3 inh = disruptors of ARNT/TACC3 protein interaction, primary screen, biochemical, AlphaScreen, single concentration; Transforming acidic coiled-coil-containing protein 3 (Homo sapiens), Q9Y6A5; AlphaScreen His-ARNT PAS-B/GST-TACC3 binding, luminescence; TACC3 fragment carries E629A point mutation; inhibition, % at 9.99 µM; actives 0.66% (n = 390,000); AID 623870, 2012;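 active = mean inhibition of replicates at least 50% and at least half of replicates each reaching 50%; inconclusive = half or more replicates reach 50% but mean below 50%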;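 note: 0% = complete ARNT plus TACC3 wells and 100% = ARNT alone without TACC3; many hits fall short of the cut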
EWS-Fli inh = EWS/Fli-driven NR0B1 reporter inhibitors, primary screen, A673 cells, NR0B1 luciferase, luminescence, MLPCN library. actives 0.67% (n = 350,000). inhibition, % at 12.6 µM. viability-normalised;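 active = mean inhibition of at least 50% after viability correction, with every replicate also passing that limit; inconclusive = mean reaches 50% but only one of two replicates passes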;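 note: firefly luciferase signal divided by Alamar Blue viability fluorescence both relative to DMSO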
DENV2 CPE rescue = inhibitors of DENV2 cytopathic effect, primary screen, cell-based, plate reader, single concentration; DENV2-infected cells, cytopathic effect rescue; CPE inhibition, % at 9.99 µM; actives 1.7% (n = 350,000); AID 651640, 2012; in the data active = CPE inhibition above about 20%, passing the limit was not always enough; inconclusive = no clear call, values can overlap the other calls; tested in BHK-21 cells;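 note: 0% = median of neutral control wells and 100% = median of positive control wells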
PAX8 inh HTS = inhibitors of PAX8-driven TPO luciferase reporter, primary screen, RMG-I cells, single concentration. SteadyGlo, 24 h. inhibition, % at 12.6 µM. actives 1.2% (n = 360,000);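 active = mean replicate inhibition at least 60% with every replicate also reaching 60%; inconclusive = only one of the two criteria is met; inactive = mean below 60% and not all replicates reaching 60%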;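 note: luciferase light reporting Pax8 driven TPO promoter activity; plate controls were median of neutral control wells for no effect and mitoxantrone controls for full effect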
Xi reactivation = activators of inactive X chromosome reactivation, primary screen, imaging, XiGFP fibroblasts, GFP high-content imaging, set 2. activation, % at 7.58 µM. actives 0.055% (n = 360,000). AID 743238, 2013. XiGFP mouse fibroblasts, % GFP-positive cells imaging, 3 d; cells co-treated with 5-aza-dC sensitizer; scaled so ellipticine positive control = 100%;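 active = mean normalized replicate activation at least 10% and every replicate at or above 10%; inconclusive = only one of the two criteria met; inactive = mean below 10% and not all replicates reach 10%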;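 note: 0% = median of on-plate neutral control wells and 100% = ellipticine 6 µM median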
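System: 68-5-11 XiGFP fibroblast line | Buffer or medium: DMEM containing 5-aza-dC | Compound: Single point | Times: Compounds 3 days, fix/stain 15 min at room temperature | Benchmarks: Positive control ellipticine, 6 µM final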
GSIS activator = GLuc luminescence reporter in INS-1E cells, primary screen for activators of glucose-dependent secretion of insulin; actives 0.61% (n = 370,000); activation, % at 16.6 µM; INS-1E GLuc reporter insulin secretion, 2-3 h;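 active = lowest replicate activation of at least 40%, so every replicate reaches that level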;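 note: 0% = median of neutral control wells and 100% = median of IBMX positive control wells; some compounds called inactive have numbers as strong as hits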
ERp5 block = inhibitors of ERp5-driven insulin aggregation, primary screen, biochemical, turbidity, absorbance 650 nm, single point. actives 0.05% (n = 350,000). inhibition, % at 9.99 µM. AID 651711, 2012. 90 min;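 active = mean replicate inhibition above about 25%, with every replicate also reaching it, limit read from the data, passing the limit was not always enough; inconclusive = only one of those two criteria met; inactive = neither criterion met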
Target sequence (Q15084 whole entry, looked up): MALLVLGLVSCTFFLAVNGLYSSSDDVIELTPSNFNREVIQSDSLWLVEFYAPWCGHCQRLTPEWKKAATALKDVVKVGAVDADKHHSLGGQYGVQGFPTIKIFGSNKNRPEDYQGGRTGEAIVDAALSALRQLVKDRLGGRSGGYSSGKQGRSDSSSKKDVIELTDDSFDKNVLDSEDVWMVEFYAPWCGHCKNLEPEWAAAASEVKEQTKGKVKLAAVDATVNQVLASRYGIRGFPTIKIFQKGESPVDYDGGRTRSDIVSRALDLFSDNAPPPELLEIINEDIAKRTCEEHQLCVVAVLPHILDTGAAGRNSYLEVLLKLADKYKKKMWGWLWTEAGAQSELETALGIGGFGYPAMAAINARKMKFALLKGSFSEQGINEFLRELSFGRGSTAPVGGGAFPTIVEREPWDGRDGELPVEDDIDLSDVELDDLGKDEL
* marks the source's active call; other numbers are inactive results.

Results for COc1ccccc1N(CC1CO1)S(=O)(=O)c1ccc(C)cc1 (stereo not drawn) ?
F508del corr: 2.6; EWS-Fli inh: 4; DENV2 CPE rescue: -1; PAX8 inh HTS: -5; Xi reactivation: 0.0; GSIS activator: 11; ERp5 block: 1

Results for COc1cc2nc(SCC(N)=O)n(CCC3=CCCCC3)c(=O)c2cc1OC ?
F508del corr: -0.7; ARNT-TACC3 inh: 3; EWS-Fli inh: 15; DENV2 CPE rescue: 3; GSIS activator: 4; ERp5 block: 2

What do the screens show for `Cc1ccc(F)cc1NC(=O)Nc1cc(C(C)(C)C)nn1C`?
F508del corr: -4.0; ARNT-TACC3 inh: -5; EWS-Fli inh: 9; DENV2 CPE rescue: 0; PAX8 inh HTS: 18; Xi reactivation: 0.2; ERp5 block: 3

How did COc1cc(OC)cc(-c2c(C#Cc3ccsc3)c3cc(Br)ccc3n2C)c1 do in these assays?
F508del corr: 1.8; ARNT-TACC3 inh: -8; EWS-Fli inh: 1; DENV2 CPE rescue: -8; PAX8 inh HTS: 23; Xi reactivation: -0.1; ERp5 block: -1

How did CCC1Oc2ccccc2N(CC(=O)NCCN2CCc3ccccc3C2)C1=O (stereo not drawn) do in these assays?
F508del corr: 1.8; ARNT-TACC3 inh: 4; EWS-Fli inh: 6; DENV2 CPE rescue: 1; GSIS activator: 4; ERp5 block: 3

How did O=C(COC(=O)/C=C/c1ccc2c(c1)OCO2)NC1CCS(=O)(=O)C1 (stereo not drawn) do in these assays?
F508del corr: -3.9; ARNT-TACC3 inh: -2; EWS-Fli inh: 6; DENV2 CPE rescue: 13; PAX8 inh HTS: -1; Xi reactivation: 0.0; GSIS activator: -3; ERp5 block: 15

How did Cn1c(=O)n(CC(N)=O)c(=O)c2c1nc1n2CCCN1Cc1ccccc1 do in these assays?
F508del corr: 1.5; ARNT-TACC3 inh: 5; EWS-Fli inh: 7; DENV2 CPE rescue: 6; PAX8 inh HTS: -1; Xi reactivation: 0.0; GSIS activator: -5; ERp5 block: 2

What do the screens show for `CC(NC(=O)COC(=O)c1ccc(Cl)cc1O)c1ccc(F)cc1` (stereo not drawn)?
F508del corr: -1.8; ARNT-TACC3 inh: -1; EWS-Fli inh: -1; DENV2 CPE rescue: -1; PAX8 inh HTS: 13; Xi reactivation: 0.0; ERp5 block: 8

What do the screens show for `Cc1noc(C)c1S(=O)(=O)Nc1ccc2c(c1)C(=O)N([C@H](C)CO)C[C@H](C)[C@H](CN(C)C(=O)c1ccccc1)OCCCC[C@H](C)O2`?
F508del corr: -1.3; ARNT-TACC3 inh: -25; EWS-Fli inh: 1; DENV2 CPE rescue: -1; PAX8 inh HTS: 4; Xi reactivation: 0.1; GSIS activator: -14; ERp5 block: -1

Results for Cc1cccc(-n2cc(CN3CCCN(C=O)CC3)c(-c3cccc(F)c3)n2)c1 ?
F508del corr: 1.6; ARNT-TACC3 inh: 1; EWS-Fli inh: -5; PAX8 inh HTS: -29; Xi reactivation: -0.1; GSIS activator: -7; ERp5 block: 1

Results for CN1C(=O)C2C(C1=O)C1C=C(CCCO)C2C(c2ccc(CN3CCCC3)cc2)N1Cc1sc2ccccc2c1Cl (stereo not drawn) ?
F508del corr: -0.1; ARNT-TACC3 inh: 17; EWS-Fli inh: 0; DENV2 CPE rescue: 17; PAX8 inh HTS: 9; ERp5 block: -1

Results for COCCCNC(=S)NC(=O)c1ccc(C)cc1 ?
ARNT-TACC3 inh: 1; EWS-Fli inh: -42; DENV2 CPE rescue: 8; PAX8 inh HTS: -184; Xi reactivation: 0.0; GSIS activator: 7; ERp5 block: 5

How did CN(C)C(=O)c1cccc(-c2ccc([C@H]3[C@H](CO)N4C(=O)CN(C(=O)CC5CC5)C[C@@H]34)cc2)c1 do in these assays?
F508del corr: -2.1; DENV2 CPE rescue: 9; Xi reactivation: 0.4; GSIS activator: 2; ERp5 block: 7

What do the screens show for `COc1ccc(NC(=O)c2ccc(C#N)cc2)cc1NS(=O)(=O)c1ccc(F)cc1`?
ARNT-TACC3 inh: -3; PAX8 inh HTS: 33; Xi reactivation: 0.2; GSIS activator: 4

Results for O=C(C[C@@H]1CC[C@@H]2[C@H](COC[C@@H](O)CN2CC2CC2)O1)NCc1ccc(Cl)cc1 ?
F508del corr: -0.8; ARNT-TACC3 inh: 7; EWS-Fli inh: -11; DENV2 CPE rescue: -1; PAX8 inh HTS: -4; Xi reactivation: 0.1; GSIS activator: 3; ERp5 block: 2

How did COc1cc([N+](=O)[O-])ccc1NC(=O)Nc1cccnc1 do in these assays?
F508del corr: 0.0; ARNT-TACC3 inh: -5; DENV2 CPE rescue: -3; PAX8 inh HTS: 13; Xi reactivation: 0.1; GSIS activator: -13; ERp5 block: -2

Results for CS(=O)(=O)N1[C@H](C(=O)NCc2ccncc2)[C@@H](CO)[C@@H]2Cn3c(ccc(C4=CCCCC4)c3=O)[C@@H]21 ?
F508del corr: 0.1; ARNT-TACC3 inh: -1; EWS-Fli inh: -4; DENV2 CPE rescue: -6; PAX8 inh HTS: -9; Xi reactivation: 0.4; GSIS activator: 11; ERp5 block: 11

Results for CC(NC(=O)c1ccccc1Br)C1CC2CCC1C2 (stereo not drawn) ?
EWS-Fli inh: -10; DENV2 CPE rescue: 0; PAX8 inh HTS: 2; Xi reactivation: 0.1; GSIS activator: 2; ERp5 block: 0

How did COc1cc(C=Nc2c(C)cc(C)cc2C)ccc1OC(C)=O do in these assays?
F508del corr: -2.5; ARNT-TACC3 inh: -2; EWS-Fli inh: 4; DENV2 CPE rescue: -3; PAX8 inh HTS: -11; Xi reactivation: 0.0; GSIS activator: 2; ERp5 block: -3

Results for COc1ccc(C(=O)Oc2cc(C)c(CN3CCOCC3)cc2C)cc1OC ?
F508del corr: -2.9; ARNT-TACC3 inh: -4; EWS-Fli inh: 14; DENV2 CPE rescue: 5; PAX8 inh HTS: -7; Xi reactivation: 0.0; GSIS activator: 12; ERp5 block: 0

What do the screens show for `COc1ccc(NS(=O)(=O)c2cccc(NC(=O)CCC(=O)c3ccc(Cl)cc3)c2)cc1`?
ARNT-TACC3 inh: -14; EWS-Fli inh: 5; DENV2 CPE rescue: -4; PAX8 inh HTS: 29; Xi reactivation: 1.6; ERp5 block: 4

Results for COc1ccc(N2C(=O)CN(Cc3cc(OC)c(OC)c(OC)c3)C2=S)cc1 ?
F508del corr: -0.4; ARNT-TACC3 inh: -3; EWS-Fli inh: 7; DENV2 CPE rescue: 5; PAX8 inh HTS: 28; Xi reactivation: -0.1; GSIS activator: -12; ERp5 block: 0

What do the screens show for `O=CNc1cc(-c2ccc(C(=O)NC3CC3)cc2)cn2c(-c3ccc(F)cc3)cnc12`?
F508del corr: 4.0; EWS-Fli inh: 7; DENV2 CPE rescue: -2; PAX8 inh HTS: 49; Xi reactivation: 0.1; ERp5 block: -3

What do the screens show for `CC(C)NC(=O)C1(C)CSCC(=O)N1Cc1cccc(F)c1` (stereo not drawn)?
F508del corr: 0.9; EWS-Fli inh: -6; DENV2 CPE rescue: 2; PAX8 inh HTS: 7; Xi reactivation: 0.6; ERp5 block: 3

Results for CCc1ccc(OCC(=O)Nc2nnc(-c3ccco3)s2)cc1 ?
F508del corr: 6.1; ARNT-TACC3 inh: -4; EWS-Fli inh: 1; DENV2 CPE rescue: -11; PAX8 inh HTS: -7; Xi reactivation: 0.0; GSIS activator: -6; ERp5 block: 0

What do the screens show for `Cc1cccc(N2C(=O)CCC2=O)n1`?
ARNT-TACC3 inh: -11; PAX8 inh HTS: 7; Xi reactivation: -0.1; GSIS activator: 9

What do the screens show for `CC1(Cc2cccc(F)c2)C(=O)Nc2ccc(-c3cccnc3)cc21` (stereo not drawn)?
F508del corr: -0.6; EWS-Fli inh: -6; DENV2 CPE rescue: 54*; PAX8 inh HTS: -18; Xi reactivation: 0.2; GSIS activator: -6; ERp5 block: 0

How did Nc1c(C(=O)NCc2ccc3c(c2)OCO3)nnn1Cc1ccc(Br)cc1 do in these assays?
F508del corr: 0.2; ARNT-TACC3 inh: 1; EWS-Fli inh: 1; PAX8 inh HTS: 3; Xi reactivation: -0.2; GSIS activator: 14; ERp5 block: 4

What do the screens show for `CO[C@@H]1CN(C)C(=O)c2ccc(NC(=O)C3CC3)cc2OC[C@@H](C)N(C(=O)c2ccccn2)C[C@H]1C`?
F508del corr: 0.2; EWS-Fli inh: 5; DENV2 CPE rescue: 20; PAX8 inh HTS: -14; Xi reactivation: 0.5; GSIS activator: 7; ERp5 block: 8

What do the screens show for `Cc1cc([N+](=O)[O-])ccc1NC(=O)CSc1nccc(=O)[nH]1`?
F508del corr: 1.6; EWS-Fli inh: -8; DENV2 CPE rescue: inconclusive; PAX8 inh HTS: -10; Xi reactivation: 0.0; GSIS activator: 4; ERp5 block: 3

What do the screens show for `COCCNC(=O)C[C@H]1CC[C@@H]2[C@H](COc3ccc(NC(=O)COC)cc3C(=O)N2C)O1`?
F508del corr: 1.1; ARNT-TACC3 inh: -11; EWS-Fli inh: 0; DENV2 CPE rescue: -7; PAX8 inh HTS: -11; Xi reactivation: 0.3; GSIS activator: 4; ERp5 block: -4

Results for CN(c1ccccc1C(=O)Nc1ccc(S(=O)(=O)N2CCOCC2)cc1)S(=O)(=O)c1ccccc1 ?
ARNT-TACC3 inh: -2; EWS-Fli inh: 6; PAX8 inh HTS: -9; Xi reactivation: 0.1; GSIS activator: -11

What do the screens show for `Cc1ccc(CNS(=O)(=O)c2ccc3c(c2)C(C)(C)C(=O)N3C)cc1`?
F508del corr: -4.7; EWS-Fli inh: -1; DENV2 CPE rescue: inconclusive; PAX8 inh HTS: -44; Xi reactivation: 0.0; GSIS activator: -3; ERp5 block: 0

Results for O=C(NNC(=S)NC(=O)c1ccccc1[N+](=O)[O-])c1ccccc1O ?
F508del corr: 0.7; EWS-Fli inh: 10; DENV2 CPE rescue: -1; PAX8 inh HTS: 9; Xi reactivation: 0.0; GSIS activator: -13; ERp5 block: 2

Results for Cc1cc(C)c2c(N)c(C(=O)NNC(=O)c3ccccc3)sc2n1 ?
F508del corr: 0.3; ARNT-TACC3 inh: -11; EWS-Fli inh: -38; DENV2 CPE rescue: -2; PAX8 inh HTS: -47; Xi reactivation: 0.2; GSIS activator: 2; ERp5 block: 3

In the list so far, these contain bromine.
How did COc1cc(OC)cc(-c2c(C#Cc3ccsc3)c3cc(Br)ccc3n2C)c1 do in these assays?
F508del corr: 1.8; ARNT-TACC3 inh: -8; EWS-Fli inh: 1; DENV2 CPE rescue: -8; PAX8 inh HTS: 23; Xi reactivation: -0.1; ERp5 block: -1

Results for CC(NC(=O)c1ccccc1Br)C1CC2CCC1C2 (stereo not drawn) ?
EWS-Fli inh: -10; DENV2 CPE rescue: 0; PAX8 inh HTS: 2; Xi reactivation: 0.1; GSIS activator: 2; ERp5 block: 0

How did Nc1c(C(=O)NCc2ccc3c(c2)OCO3)nnn1Cc1ccc(Br)cc1 do in these assays?
F508del corr: 0.2; ARNT-TACC3 inh: 1; EWS-Fli inh: 1; PAX8 inh HTS: 3; Xi reactivation: -0.2; GSIS activator: 14; ERp5 block: 4
